Screens as filed in PubChem BioAssay.
VP16 counter: VP16 counterscreen qHTS for inhibitors of ROR gamma transcriptional activity; Drosophila S2 Gal4-VP16 UAS-luciferase, luminescence, 20 h; 3.5% of 310,000 active; AID 2546, 2010; Potency, µM (doses to about 53.6 µM), for the others: top-dose activity, negative = inhibition, most hits filed as inhibitors;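 further: Gal4-VP16 expression switched on by copper sulfate through the metallothionein promoter; potency means the concentration at half of the fitted maximal effect; on the % scale 0 is the no-effect control and ±100 the full control effect; nearly all actives have a fitted effect of over 50% in size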
Tb PFK block: qHTS Assay to Find Inhibitors of T. brucei phosphofructokinase. T. brucei PFK, ADP-Glo luminescence. Potency, µM (titrated, usually from 57.5 µM), without a hit: top-dose activity, negative = inhibition, most hits filed as inhibitors. 0.17% of 330,000 active. AID 485367, 2010;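 further: potency means the concentration at half of the fitted maximal effect; 0% = uninhibited 1x PFK enzyme wells and -100% = no-enzyme wells; nearly all actives have a fitted effect of over 60% in size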
Target sequence (O15648 whole entry, looked up): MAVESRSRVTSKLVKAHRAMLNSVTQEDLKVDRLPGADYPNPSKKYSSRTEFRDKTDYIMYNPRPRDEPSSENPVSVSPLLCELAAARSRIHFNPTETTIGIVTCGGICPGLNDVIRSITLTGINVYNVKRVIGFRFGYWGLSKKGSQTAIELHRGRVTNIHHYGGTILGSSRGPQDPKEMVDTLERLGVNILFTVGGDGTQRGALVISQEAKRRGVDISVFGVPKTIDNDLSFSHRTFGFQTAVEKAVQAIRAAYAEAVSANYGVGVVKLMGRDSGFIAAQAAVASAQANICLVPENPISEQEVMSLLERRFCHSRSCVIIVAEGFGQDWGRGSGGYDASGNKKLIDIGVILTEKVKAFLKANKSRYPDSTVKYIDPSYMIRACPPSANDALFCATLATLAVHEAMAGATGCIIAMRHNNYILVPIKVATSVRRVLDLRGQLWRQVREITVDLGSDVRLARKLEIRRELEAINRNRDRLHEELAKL
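Compounds were pin-transferred as a titration series up to 57 uM into substrate buffer (0.5 mM F6P, 0.1 mM ATP, pH 8.0), then 1.25 nM PFK was added and reactions ran 45 min before ADP-Glo detection.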
FLuc counter: qHTS profiling assay for firefly luciferase inhibitor/activator using purifed enzyme and Km concentrations of substrates (counterscreen for miR-21 project). purified FLuc, Km substrates, luminescence inhibition. Potency, µM (highest dose often 57.5 µM), for inactives: at the top dose activity change, negative = inhibition, most hits filed as inhibitors. AID 588342, 2011. Luciferin 4-monooxygenase (Photinus pyralis), P08659. 6.9% of 360,000 active;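 further: potency means the concentration at half of the fitted maximal effect; plate controls were vehicle for no effect and reference inhibitor for full effect; nearly all actives have a fitted effect of over 55% in size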
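Purified P. pyralis luciferase (10nM final) with 10uM D-luciferin and 10uM ATP (Km levels) in 50mM Tris acetate pH 7.5, 10mM Mg acetate, 0.01% Tween-20, 0.05% BSA; qHTS 6-point titration, ~60 µM downward; luminescence read.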
NPC1 prom act: qHTS Assay for NPC1 Promoter Activators; Huh7 NPC1 promoter luciferase reporter, 24 h; Potency, µM (doses to about 9.22 µM), for inactives: at the top dose activation, hits mostly activators; 2.4% of 320,000 active;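 further: potency means the concentration at half of the fitted maximal effect; % of control where 0% means no effect; nearly all actives have a fitted effect of over 60% in size; reporter is driven by a mutant NPC1 promoter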
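Cells: Huh7 expressing luciferase under the NPC1 promoter, 1500/well. Seeded 2 h, compound added, incubated 24 h at 37 °C. Luciferase reagent, 10 min ambient, then luminescence.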
FBPA coupling cs: qHTS Assay for Inhibitors of Fructose-1,6-bisphosphate Aldolase from Giardia Lamblia: Coupling assay counterscreen | coupling enzyme system counterscreen, AmpLite Red fluorescence | activity change, negative = inhibition, % at 58.2 µM, hits read low | 0.67% of 290,000 active; in the data active means activity change below about -30%; further: on the % scale 0 is the no-effect control and ±100 the full control effect
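First, compound is pin-transferred into glyceraldehyde-3-phosphate coupling-enzyme reagent at 57.5 uM final and held 10 min at RT. Next, substrate, coupling system and AmpLite Red are added. After 20 min RT, fluorescence (525/598 nm) is read.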
Giardia killer: Small Molecules that selectively kill Giardia lamblia: qHTS; Giardia lamblia trophozoite viability; activity change, % at 7.66 µM, hits read low; 0.15% of 340,000 active; AID 540267, 2011; in the data active means activity change below about -80%; inconclusive means between about -30% and that limit;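 further: parasites exposed to compound for two days anaerobically before the ATP read; on the % scale 0 is the no-effect control and ±100 the full control effect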
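Compounds were tested on trophozoites seeded at 100 cells/well and held 48 hrs at 37 deg C anaerobically. An ATP-based luminescent kit measured the remaining live cells.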
RORgamma inh: qHTS for inhibitors of ROR gamma transcriptional activity; 5.4% of 310,000 active; Potency, µM (top dose mostly 53.6 µM), inactives show at the top dose activity change, negative = inhibition, most hits filed as inhibitors; Drosophila S2 Gal4-RORgamma UAS-luciferase reporter, 20 h; Nuclear receptor ROR-gamma (Mus musculus), P51450; further: potency means the concentration at half of the fitted maximal effect; on the % scale 0 is the no-effect control and ±100 the full control effect; nearly all actives have a fitted effect of over 60% in size
Target sequence (P51450 whole entry, looked up, the tested form may be a part): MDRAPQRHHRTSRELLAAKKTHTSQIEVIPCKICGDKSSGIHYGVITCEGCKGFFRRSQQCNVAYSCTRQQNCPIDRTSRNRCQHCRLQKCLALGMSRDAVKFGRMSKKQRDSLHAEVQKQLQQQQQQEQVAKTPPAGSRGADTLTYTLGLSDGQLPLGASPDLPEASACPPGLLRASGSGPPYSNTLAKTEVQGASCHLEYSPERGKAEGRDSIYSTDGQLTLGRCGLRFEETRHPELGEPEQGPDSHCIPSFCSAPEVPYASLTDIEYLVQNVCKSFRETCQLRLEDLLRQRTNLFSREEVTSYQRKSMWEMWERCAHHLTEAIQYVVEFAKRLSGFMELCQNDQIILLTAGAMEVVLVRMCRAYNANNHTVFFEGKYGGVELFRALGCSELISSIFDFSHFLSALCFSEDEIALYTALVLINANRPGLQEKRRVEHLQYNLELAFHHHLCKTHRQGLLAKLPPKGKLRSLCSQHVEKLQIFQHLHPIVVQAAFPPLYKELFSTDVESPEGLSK
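Using a luciferase readout, inhibitors were identified by reduced reporter activity in Drosophila cells coexpressing a copper-inducible Gal4–ROR gamma fusion and UAS-driven Photinus luciferase, incubated 20 hr after 700 uM copper sulfate.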
KCNH2 3.1 block: qHTS for Inhibitors of KCHN2 3.1: Mutant qHTS; Potassium voltage-gated channel subfamily H member 2, brain isoform KCNH2 3.1 (human); U2OS KCNH2 3.1, thallium flux FluxOr; hits give low values; activity change, % (tested at about 1.8 µM); 0.95% of 340,000 active; AID 720553, 2013;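 active means maximum activity change below -70%; inconclusive means maximum activity change from -70% to -50%; inactive means maximum activity change above -50%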;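 further: thallium influx rate constant from kinetic fluorescence after stimulation buffer; on the % scale 0 is the no-effect control and ±100 the full control effect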
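Measured as rate of thallium-driven FluxOr signal in transduced U2OS cells carrying the 3.1 channel, read kinetically for 2 min upon stimulation; values are rate constants scaled to DMSO control wells.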
uPA generation: qHTS for Inhibitors of Cell Surface uPA Generation; cell surface uPA generation assay, qHTS; 0.31% of 330,000 active; Potency, µM (top dose mostly 38.3 µM), without a hit: at the top dose activity change, negative = inhibition, hits mostly inhibitors; AID 540303, 2011; active means well fitted inhibition curve with a large enough effect; inconclusive means small, poorly fitted or top-dose-only effect; inactive means no such curve, though single readings can be large or run the other way; tested in mouse RAW 264.7 cells; further: potency means the concentration at half of the fitted maximal effect; on the % scale 0 is the no-effect control and ±100 the full control effect; nearly all actives have a fitted effect of over 55% in size
ELG1 genotox: qHTS screen for small molecules that induce genotoxicity in human embryonic kidney (HEK293T) cells expressing luciferase-tagged ELG1; Potency, µM (series often up to 46 µM), for inactives: at the top dose activity change, positive = activation, most hits filed as activators; 1.3% of 330,000 active; HEK293T ELG1-luciferase reporter, luminescence, 16 h; further: potency means the concentration at half of the fitted maximal effect; % of control where 0% means no effect; nearly all actives have a fitted effect of over 60% in size
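Genotoxic stress is detected as increased luminescence from luciferase-tagged ELG1 in HEK293T cells, measured with ONE-Glo after a 16 hr treatment at 37 °C.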
Rab9 prom act: qHTS Assay for Rab9 Promoter Activators | 2.8% of 320,000 active | AID 485297, 2010 | Huh7 Rab9 promoter-luciferase reporter, luminescence, 24 h | Potency, µM (doses to about 9.22 µM), for inactives: at the highest dose activation, negative = inhibition, actives largely listed as activators; further: potency means the concentration at half of the fitted maximal effect; % of control where 0% means no effect; nearly all actives have a fitted effect of over 60% in size
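Huh7 cells stably carrying Rab9 promoter–luciferase reporter, plated 1500 cells/well, compound added after 2 h and incubated 24 h at 37 °C; luciferase luminescence then read after 10 min with detection reagent.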
* hit, by the source's call; u = inconclusive; x = not tested or not shown; [ ] = remark or other dose. Unless noted, the call rests on the fitted dose curve; in most records, active means well fitted curve in the direction sought with a large enough effect; inconclusive means small, poorly fitted or top-dose-only effect, or another doubt; inactive means no such curve, though single readings can be large; an effect the other way counts as inactive or inconclusive.

SMILES	VP16 counter	Tb PFK block	FLuc counter	NPC1 prom act	FBPA coupling cs	Giardia killer	RORgamma inh	KCNH2 3.1 block	uPA generation	ELG1 genotox	Rab9 prom act
CC(=O)c1ccc(N2C(=O)[C@@H]3C(CCC(N)=O)NC4(C(=O)Nc5c4ccc(Cl)c5C)[C@@H]3C2=O)cc1 (stereo partly specified)	-2%	-3%	-2%	-3%	0	9	-5%	8	5%	3%	-3%
CC(C)C[C@H](NC(=O)c1[nH]cnc1C(=O)Nc1ccc(Cl)cc1)C(=O)OC(C)(C)C	4µM*	-4%	0%	2%	-7	u	2.8µM*	-5	-21%	-8%	-8%
CN(C(=O)COC(=O)CCCc1c[nH]c2ccccc12)c1c(N)n(Cc2ccccc2)c(=O)[nH]c1=O	x	-2%	5%	-3%	x	-7	x	6	3%	0%	-4%
Cc1ccccc1OCC(=O)Nc1cccc(N(C)S(C)(=O)=O)c1	u	-6%	u	13%	-2	-6	104%	-6	-12%	4%	19%
CCOC(=O)C1=CN(Cc2cccc(-c3cccnc3)c2)S(=O)(=O)N(C)C1C (stereo unspecified)	x	-3%	x	x	x	31[activator]	x	-12	7%	-4%	x
COc1ccc(CN2CCNC(=O)C2CC(=O)NCCSc2nccn2C)cc1OC (stereo unspecified)	-9%	1%	4%	-6%	-3	7	0%	12	7%	5%	0%
Cc1cc(=O)oc2cc(OCc3cc4c(cc3Cl)OCO4)ccc12	1%	13%	-1%	u	1	-18	16%	2	0%	7%	10%
CN(C)c1ccc(N2C(=O)CC(Nc3ccc(N4CCOCC4)cc3)C2=O)cc1 (stereo unspecified)	-9%	1%	-2%	-3%	3	6	-1%	1	8%	8%	0%
Cc1cc(NS(=O)(=O)c2ccc(NS(=O)(=O)c3ccc(Br)cc3)cc2)no1	-9%	-4%	0%	-3%	9	4	-10%	15	0%	1%	-3%
CCCCOc1ccc(C(=O)Nn2c(-c3cccs3)nc3ccccc3c2=O)cc1	-7%	-10%	-1%	-1%	-3	6	6%	x	1%	0%	-6%
CCOCCCNCC(=O)NC1(C)C2CCC(C2)C1(C)C (stereo unspecified)	3%	2%	10%	1%	0	-2	-13%	6	0%	0%	2%
Cc1ccc(NC(=O)COC(=O)C(NS(=O)(=O)c2ccc(Cl)cc2)C(C)O)c(Br)c1 (stereo unspecified)	7%	0%	0%	0%	2	5	15%	10	0%	1%	-7%
CCOc1cc(S(=O)(=O)NC2CC(C)(C)NC(C)(C)C2)ccc1F	-6%	0%	2%	2%	1	-5	-31%	10	x	0%	0%
Cc1nc2sc(C(c3ccco3)N3CCN(c4ccccc4F)CC3)c(O)n2n1 (stereo unspecified)	-3%	-2%	2%	11%	0	4	5%	-7	-16%	x	-2%
Cc1nn2c(NCCCn3ccnc3)cc(C(C)C)nc2c1-c1ccccc1	-15%	0%	0%	-9%	2	-12	u	0	3%	-2%	-5%
Cn1ccnc1SCC(=O)c1cc2ccccc2o1	8%	1%	9.5µM*	u	3	-4	u	-5	-4%	u	u
CCSc1nc(C2CC2)cc(-c2cccs2)c1C#N	9%	4%	2%	-1%	1	3	21%	5	-10%	17%	-4%
N=c1oc2ccc(Br)cc2cc1C(=O)NCc1ccc(F)cc1	-10%	0%	u	0%	x	1	24%	2	7%	1%	-12%
Cc1ccc2nc3c(c(Nc4ccccc4)c2c1)CCC3	-2%	1%	0%	3%	4	-3	11%	1	-6%	-5%	-3%
Cc1ccc(-c2ccc(CCC(=O)O)n2-c2cccc(C(=O)O)c2)cc1	-6%	6%	u	u	9	9	-2%	-6	-1%	15%	24%
O=C(CN(C(=O)c1ccccc1Cl)C1CCCCC1)Nc1ccc(Cl)c([N+](=O)[O-])c1	4%	2%	-2%	2%	-4	0	u	3	-11%	-10%	6%
COc1ccc(/C=C2/N=C(c3cccs3)OC2=O)cc1OC(C)C	-1%	4%	6.7µM*	2%	2	-1	u	-8	9%	-11%	0%
O=C(Nc1ccc(Br)c2ccccc12)c1ccc2ccccc2c1O	u	-7%	u	0%	-5	11	u	0	u	-19%	-10%
Cc1cc(C)c(OCC(=O)NCC(c2ccco2)N2CCCCC2)c(C)c1 (stereo unspecified)	x	-3%	-2%	-2%	x	16	x	4	u	0%	0%
CC(=O)Nc1ncc(N=Nc2cccc(C(F)(F)F)c2)s1	u	-1%	0%	2%	0	-3	-25%	3	1%	13%	19%
CCc1nnc(NC(=O)/C=C/c2ccco2)s1	u	5%	u	u	-2	-10	u	8	-17%	u	1.8µM*
COc1cc(OC)c(N2CC34C=CC(O3)C(C(=O)O)C4C2=O)cc1Cl (stereo unspecified)	-4%	0%	0%	-2%	6	-16	-15%	-11	12%	0%	-4%
CC1CCCC(C)N1C(=O)c1cc(F)c(F)cc1Cl (stereo unspecified)	6%	6%	4%	-4%	2	2	11%	-19	-4%	0%	-2%[1.84 µM]
O=C(Nc1ccn(Cc2ccccc2F)n1)c1ccc(COc2cccc(Br)c2)cc1	-7%	1%	6.7µM*	1.6µM*	1	18	-28%	-32	5%	u	1.8µM*
CN(C)S(=O)(=O)c1cc(NC(=O)COC(=O)CCc2ccccc2)ccc1Cl	14%	3%	3%	-4%	0	10	19%	6	3%	11%	-5%
COc1ccc(OC)c(/C=C/C(=O)OCC(=O)Nc2ccc(Cl)c(S(=O)(=O)N(C)C)c2)c1	-6%	-5%	u	-9%	1	-6	30%	-3	2%	-1%	-2%
COC(=O)[C@]1(C)N[C@H](CN(C)C(=O)Nc2ccc(C)cc2)[C@@H]2C(=O)N(Cc3ccccc3)C(=O)[C@@H]21	x	-1%	x	x	x	14	x	5	13%	2%	x
COc1cc(C(=O)Nc2ccc(C(C)=O)cc2)c(Br)c(OC)c1OC	1%	-1%	17µM*	24%	0	-10	33%	12	4%	8%	u
Cc1ccc(S(=O)(=O)N2CN(CC3CCCO3)c3nc4ccccc4nc32)cc1 (stereo unspecified)	10%	0%	-1%	-1%	x	16	3%	5	2%	2%	0%
O=C(Cc1cccs1)N(c1ccc(Br)cc1)C1C=CS(=O)(=O)C1 (stereo unspecified)	0%	13%	2%	2%	3	0	-5%	4	0%	-2%	-2%
CCOc1cc(CN2CCCCCC2)ccc1OC	4%	-10%	-4%	-4%	-5	37[activator]	-6%	6	-8%	-4%	-8%
Cc1ccc(NC(=O)c2sc3ccccc3c2Cl)nc1	u	1%	0.27µM*	3.5µM*	2	u	u	2	-7%	u	3.5µM*
COc1cc(C(=O)NNC(=O)CNC(=O)C2CCCCC2)ccc1OC(C)C	x	0%	x	x	x	53[activator]	x	-2	1%	1%	x
CC(Oc1ccccc1F)c1nnc(SCC(=O)NCc2ccc3c(c2)OCO3)o1 (stereo unspecified)	x	-1%	x	-1%	x	-18	x	-3	1%	0%	1%
CCc1ccc(-c2nc(CN3CCC(C(=O)NCCc4ccc(OC)c(OC)c4)CC3)c(C)o2)cc1	-11%	3%	-11%	-5%	0	19	0%	-50	-15%	-6%	2%
CC(C)(C)NS(=O)(=O)c1ccc(NC(=S)NC(=O)C2CC2)cc1	-1%	0%	-1%	9%	x	7	-29%	6	4%	-5%	-1%
COc1ccccc1CNC(=O)C1CC2Cn3c(nc4cc(C)c(C)cc43)C2N1C (stereo unspecified)	x	-16%	-1%	3%	x	-15	x	13	3%	-1%	-3%
O=C(/C=C/c1ccccc1)NCCSCc1ccc(Cl)cc1	-2%	-3%	2%	-1%	-2	-11	-3%[10 µM]	5	7%	-5%	-3%
CC(=O)c1ccc(NC(=O)CCNS(=O)(=O)c2cccc3nonc23)cc1	5%	-16%	0%	-3%	1	-21	0%	-8	1%	3%	-6%
CCC(=O)Nc1ccc(Cl)c(NC(=S)NC(=O)COc2ccccc2)c1	19%	4%	-10%	1%	-1	15	10%	10	11%	3%	-3%
O=C(Nc1ccccc1)Nc1ccc(Oc2cccnc2)nc1	-13%	-5%	13µM*	27%	-2	12	u	-9	-19%	6%	25%
CCCN(CCC)S(=O)(=O)c1ccc(C(=O)Nc2nc3c(s2)CCc2ccccc2-3)cc1	-24%	-1%	4%	-4%	-1	-4	u	-2	-6%	17%	-5%
COc1ccccc1N1CCN(CC(=O)c2ccc(F)cc2)CC1	-8%	-10%	-12%	7%	-1	-9	-9%	44	-5%	-4%	8%
COc1cccc(NC2C=CS(=O)(=O)C2)c1 (stereo unspecified)	5%	-11%	12%	-8%	1	-2	16%	6	-7%	-2%	1%
